From PubChem BioAssay
M5 antag = CHRM5 antagonism in calcium assay; P08912; CHO-hM5 cells, Fluo-8 calcium fluorescence, ACh EC80; inhibition, % at 3 µM; 0.59% of 360,000 active; AID 624040;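 active means inhibition above a per-plate cutoff, the mean of that plate's test compounds plus 3 SD, cut at about 27% in these data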;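 further: 0% = acetylcholine EC80 with DMSO and 100% = DMSO without agonist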
CHRM4 agonist = agonists of human muscarinic M4 receptor (CHRM4); P08173; CHO-K1 hM4/Gqi5, Fluo-8 calcium fluorescence; vehicle 0%, full acetylcholine response 100%; activation, % at 3 µM; 0.14% of 360,000 active;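 active means activation above the run mean over all test wells plus 3 SD, cut at about 32% in these data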;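 further: peak over basal fluorescence ratio per well then scaled between controls; 0% = DMSO wells and 100% = acetylcholine at EC100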
M4 PAM = positive allosteric modulators of human muscarinic M4 receptor | CHO-K1 hM4/Gqi5, Fluo-8 calcium fluorescence, ACh EC20; 0% = ACh EC20, 100% = maximal ACh | activation, % at 3 µM | 0.4% of 360,000 active;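 active means activation above its plate's cutoff, the mean activation of sample wells plus 3 SD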; further: some results filed as inactive read as strong as hits
CHRM5 agonist = CHRM5 agonism in calcium assay; P08912; CHO-K1 hM5 cells, Fluo-8 calcium fluorescence; 0% DMSO wells, 100% maximal acetylcholine response; activation, % at 3 µM; 0.19% of 360,000 active;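 active means activation above the run's mean over test compounds plus 3 SD, cut at about 23% in these data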;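 further: signal is peak over basal fluorescence ratio across the kinetic read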
M5 PAM = potentiates acetylcholine response at human M5 receptor. 0.3% of 360,000 active. CHO-K1 hM5, Fluo-8 calcium, ACh EC20 PAM; 0% = ACh EC20, 100% = ACh EC100. activation, % at 3 µM;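 active means activation above the run cutoff, the mean activation of all test compounds plus 3 SD, cut at about 18% in these data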
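Assay system – human M5 receptor in CHO-K1 cells · Read-out – % activation, ACh-normalized · Technique – Fluo-8 calcium fluorescence · Dosing – single-point, 3 µM nominal · Incubation – Fluo-8 loading 80 min at 37 °C plus 30 min room temperature · Repeats – singlicate, one well per test compound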
CRFBP-R2 agonist = CRF-BP/CRF-R2 complex agonism; HEK293 CRF-R2/CRF-BP, calcium dye fluorescence (FLIPR); percent of saturating CRF peptide response; activation, % at 13.2 µM; 0.46% of 350,000 active; AID 588473;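 active means activation of at least 50%, plus an integration ratio under a set limit after plate pattern correction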;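 further: plate controls were neutral control wells without compound for no effect and CRF at EC100 for full effect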
M4 antag = CHRM4 antagonism in calcium assay | P08173 | CHO-hM4 cells, ACh EC80, Fluo-8 calcium fluorescence | inhibition, % at 3 µM | 0.73% of 360,000 active;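 active means inhibition above its plate's cutoff, the mean inhibition of sample wells plus 3 SD, cut at about 27% in these data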;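 further: 0% = acetylcholine EC80 with DMSO and 100% = DMSO without agonist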
IDE inh = inhibitors of human insulin-degrading enzyme in cells | P14735 | HEK cells, FAbetaB cleavage, fluorescence polarization | inhibition, % at 5.59 µM | 0.41% of 320,000 active;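 active means percent inhibition above the average of all tested compounds plus 3 SD, set per screening campaign, cut at about 16% in these data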;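 further: IDE supplied by intact live HEK cells; FP after avidin binding of uncleaved biotin substrate so inhibition keeps polarization high; 0% = DMSO wells and 100% = 60 µM reference IDE inhibitor Ii1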
Target sequence (P14735 whole entry, looked up): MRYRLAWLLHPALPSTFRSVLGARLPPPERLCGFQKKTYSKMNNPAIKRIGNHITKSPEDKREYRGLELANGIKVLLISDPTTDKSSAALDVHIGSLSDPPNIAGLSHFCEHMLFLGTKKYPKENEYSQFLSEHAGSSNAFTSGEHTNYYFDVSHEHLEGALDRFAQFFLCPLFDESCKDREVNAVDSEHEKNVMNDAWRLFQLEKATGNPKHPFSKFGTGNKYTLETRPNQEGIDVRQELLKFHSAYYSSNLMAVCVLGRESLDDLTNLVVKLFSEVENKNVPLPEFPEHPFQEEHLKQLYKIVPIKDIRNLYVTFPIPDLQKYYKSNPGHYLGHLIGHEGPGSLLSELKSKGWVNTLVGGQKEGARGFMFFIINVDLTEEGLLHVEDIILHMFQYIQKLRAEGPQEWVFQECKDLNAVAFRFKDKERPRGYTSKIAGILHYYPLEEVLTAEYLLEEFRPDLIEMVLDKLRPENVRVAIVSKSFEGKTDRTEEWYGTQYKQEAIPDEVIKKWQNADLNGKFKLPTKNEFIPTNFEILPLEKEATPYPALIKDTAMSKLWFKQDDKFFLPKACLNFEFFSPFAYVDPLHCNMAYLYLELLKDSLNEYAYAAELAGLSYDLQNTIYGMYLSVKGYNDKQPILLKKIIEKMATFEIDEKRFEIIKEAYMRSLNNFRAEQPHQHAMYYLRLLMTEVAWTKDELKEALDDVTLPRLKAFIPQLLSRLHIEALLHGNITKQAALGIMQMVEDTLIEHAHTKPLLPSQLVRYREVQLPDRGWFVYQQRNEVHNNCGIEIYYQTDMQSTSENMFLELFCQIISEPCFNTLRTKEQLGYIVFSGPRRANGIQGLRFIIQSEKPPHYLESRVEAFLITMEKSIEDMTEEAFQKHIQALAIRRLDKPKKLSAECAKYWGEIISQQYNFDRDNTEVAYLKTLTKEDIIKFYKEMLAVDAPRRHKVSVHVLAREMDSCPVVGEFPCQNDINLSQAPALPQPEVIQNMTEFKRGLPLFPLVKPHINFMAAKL
CRFBP-R2 block = antagonists of CRF-binding protein/CRF-R2 receptor complex; HEK293 CRF-R2/CRF-BP, CRF-induced calcium fluorescence; 0.59% of 350,000 active; AID 588475; inhibition, % at 11.8 µM;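 active means inhibition of the ligand-induced calcium signal above about 50% at the single tested concentration, limit read from the data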
Starred values were filed as active, the others as inactive; . = no result given. Rows are unselected; overall some 2.9% were active at least once.

Each structure is followed by: IDE inh	M5 PAM	CRFBP-R2 block	CHRM5 agonist	CHRM4 agonist	M4 PAM	M5 antag	CRFBP-R2 agonist	M4 antag
COc1ccccc1N1CCN(CCCCN2C(=O)c3ccccc3C2=O)CC1
 : 10	2	-48	4	2	-1	2	2.4	-3
O=C(O)c1cc(O)ccc1NC(=O)c1cccc2ccccc12
 : 7	13	17	7	-2	19	-8	2.9	-15
CCOC(=O)C1CCCN(C(=O)c2[nH]c(C(F)(F)F)nc2-c2ccccc2)C1 (stereo unspecified)
 : .	5	.	6	1	4	1	.	-10
CCOC(=O)c1c(NC(=O)CC)sc2c1CCN(Cc1ccccc1)C2
 : 5	3	-17	9	9	-3	-6	34	-12
COc1ccc(NC(=O)/C(Cl)=C(/Cl)S(=O)(=O)Cc2ccc(C)cc2)cn1
 : .	7	-24	-2	3	3	3	5.8	8
COc1nnc(-c2ccccc2)s1
 : -3	5	15	0	1	4	-4	-0.5	-5
CCCCCc1ccc(-c2cn(Cc3ccc(C(=O)c4ccccc4)cc3)nn2)cc1
 : 3	3	-3	0	1	3	10	6.9	-3
COc1cccc(NC(=O)CN2CCN(S(=O)(=O)c3ccc(F)cc3)CC2)c1
 : 8	-3	14	3	1	-8	-2	0.0	-4
Cc1cc(C(=O)NCc2ccc(F)cc2)n(-c2ccccc2)n1
 : 0	-5	-14	-3	1	-20	7	0.2	4
Cc1nn(-c2ccccc2)c(Cl)c1C(=O)Nc1nnc(C2CCCC2)s1
 : 5	-4	-31	1	-1	0	14	1.3	5
COC(=O)c1sccc1NC(=S)Nc1ccc(F)cc1
 : -4	2	4	-1	1	2	-3	-1.0	11
COc1cc(CCCN2C(N)=NC[C@H]2Cc2ccc(O)cc2)cc(OC)c1OC
 : -2	18*	13	-2	0	14	-7	0.8	-9
COc1ccc(N2CCN(C(=O)CCNC(=O)c3ccccc3)CC2)cc1
 : 4	0	4	-2	2	8	-3	-0.5	-7
O=C(NCc1ccccc1)c1cc(C2CCCN(C(=O)C3CC3)C2)on1 (stereo unspecified)
 : .	-2	.	2	1	2	1	.	-5
CCN1CCn2c3c(c4cc(Cl)ccc42)CCCC31 (stereo unspecified)
 : 2	-1	-10	-2	1	0	-1	-1.4	-11
CCOc1cc(-c2sc(Nc3ccc(CC)cc3)n[n+]2-c2ccccc2)ccc1OC
 : 5	0	4	-7	0	-6	3	-0.8	13
CCOC(=O)CCCC(=O)N1CCOCCOCCN(C(=O)CCCC(=O)OCC)CCOCCOCC1
 : -1	6	8	2	-1	8	6	-0.2	-1
Cc1ccccc1C(=O)NCC(=O)Nc1ccc(C)c(S(=O)(=O)N2CCCCCC2)c1
 : 1	-10	-3	3	17	-14	10	-1.0	2
Oc1cccc(/C=C/c2ccc3cccc(O)c3n2)c1
 : 4	-6	33	2	6	-2	3	-1.0	-3
Cc1ccccc1S(=O)(=O)Cc1ccc(C(=O)NC2CCCCC2)o1
 : 5	4	3	0	3	1	-7	0.3	-2
OCCn1c(SC2CCCCC2)nc2ccccc21
 : 7	0	10	-4	2	3	4	0.5	0
COc1ccc(-c2[nH]c(-c3cccc(OC)c3)nc2SCC(=O)NC2CCCC2)cc1
 : 3	-5	6	0	4	-7	-1	-0.8	-6
CC(=O)c1ccc(N2C(=O)C3C4C=CC(CC4)C3C2=O)cc1 (stereo unspecified)
 : -1	-5	-13	1	0	-4	12	1.0	4
Nc1nc2ccc(Cl)cc2cc1C(=O)NCCc1ccc(Cl)cc1Cl
 : .	-6	.	2	4	5	13	.	-4
CCC(C)[C@H](NC(=O)OC(C)(C)C)C(=O)N/N=C/c1cccc2nccnc12 (stereo partly specified)
 : 1	-3	-16	-1	1	9	7	-0.8	-6
O=C(CCCn1c(=S)[nH]c2cc3c(cc2c1=O)OCO3)NCCc1ccccc1Cl
 : 2	-4	16	-4	1	2	16	0.6	0
O=S(=O)(Nc1nccs1)c1ccc(NS(=O)(=O)c2cccs2)cc1
 : -2	-1	7	-1	0	-5	-6	-0.5	10
Cc1ncsc1CCC(=O)N1CCCC(Nc2ccc(F)c(F)c2)C1 (stereo unspecified)
 : -3	7	-7	0	1	-5	2	-0.1	10
O=C(Cn1cnc2cc([N+](=O)[O-])ccc2c1=O)Nc1ccccc1-c1ccccc1
 : 11	0	-28	2	3	-5	1	-4.1	-10
COc1ccc(NC(=O)CSc2nnc(C)n2C2CC2)cc1S(=O)(=O)N1CCOCC1
 : -4	0	-9	0	0	8	6	-1.5	2
COc1cc(Cl)c(C)cc1NC(=O)CCN1C(=O)NC(C)(C)C1=O
 : .	6	15	0	0	4	-8	-1.2	-2
C[C@H](CO)N1C[C@H](C)[C@@H](CN(C)C)Oc2c(NS(=O)(=O)c3ccc(F)cc3)cccc2C1=O
 : -2	5	8	2	1	10	3	-0.1	-5
COc1ccc(N(CC(=O)NCCc2ccccc2)C(=O)CCC(=O)Nc2ccccn2)cc1
 : 5	4	19	-2	3	13	7	0.3	-9
O=C(NCCCc1ccccc1)c1ccc(Br)o1
 : 3	6	6	-4	0	31*	1	-1.5	6
Cc1ccc(N(CC(=O)N/N=C/c2cccs2)S(C)(=O)=O)cc1
 : 1	-6	4	2	1	10	9	-0.6	-14
CCOC(=O)Nc1ccc(Cc2ccncc2)cc1
 : -6	-19	1	2	20	-5	18	-1.5	6
COc1ccc(OC)c(Cc2cnc3nc(N)nc(N)c3c2C)c1
 : .	9	30	-5	0	-1	-17	-6.8	-6
COc1cc(NC(=O)CN(C)S(=O)(=O)c2ccc3c(c2)CC(C)N3C(C)=O)cc(OC)c1OC (stereo unspecified)
 : 7	-9	22	1	4	1	14	1.2	-9
CCN(CC)CCCC(C)Nc1nccc2cccc(Cl)c12 (stereo unspecified)
 : .	4	-10	-10	1	-3	14	1.2	-2
Cc1cc(C)cc(NC(=O)CN(c2ccc(F)cc2)S(C)(=O)=O)c1
 : 2	3	11	-1	1	8	-11	-3.0	-2
O=C(NCCc1c[nH]c2ccccc12)c1ccc(F)cc1F
 : -1	0	2	-3	1	4	7	0.1	4
NC(=S)NN=Cc1nccc2c(C(F)(F)F)cccc12
 : .	3	-3	0	3	0	-3	-2.4	6
CN1CCN(c2ccc(Cl)cc2NC(=O)c2ccc(S(=O)(=O)N3CCCCCC3)cc2)CC1
 : 6	1	-14	-10	6	-3	-2	-1.0	-3
COc1cc2[nH]c(=O)n(CCC(=O)N3CCN(Cc4ccc5c(c4)OCO5)CC3)c(=O)c2cc1OC
 : -2	-5	5	-1	3	14	4	-0.8	-21
O=C(Oc1cccc(C(=S)N2CCOCC2)c1)c1ccc([N+](=O)[O-])cc1
 : 0	-2	1	0	3	1	13	-0.3	-4
Cc1cc(C)nc(/N=C(\N)Nc2ccc(C(C)C)cc2)n1
 : 2	-11	-8	7	20	-21	5	5.9	-1
O=[N+]([O-])c1ccc(OCc2nnc(-c3ccccc3)o2)cc1
 : 8	-2	36	-4	0	-6	0	1.0	7
COc1ccc2c(C)cc(SCC(=O)NC3CCCCC3)nc2c1
 : 11	0	-1	1	1	12	1	0.1	-10
Cc1nc2c(sc3nc4c(cc32)COC(C)(C)C4)c(=O)n1CC(=O)NCc1ccco1
 : -3	-9	-3	-6	2	12	18	-0.9	-8
CCN(c1ccccc1)S(=O)(=O)c1cccc(C(=O)NCC(c2ccc(OC)cc2)N2CCCCC2)c1 (stereo unspecified)
 : .	-3	12	-10	1	-8	-1	-0.9	2
O=C(COc1ccccc1/C=C1\SC(=O)NC1=O)Nc1ccccc1
 : 2	-10	22	1	5	1	10	3.0	-1
CC(C)(C)c1cc(C(=O)NN)n(Cc2ccc(Cl)cc2Cl)n1
 : -10	8	-21	0	1	-4	4	-0.9	5
CCc1ccc(NS(=O)(=O)c2cc3c(cc2C)n(C)c(=O)c(=O)n3C)cc1
 : 4	2	1	-2	5	3	2	-1.2	-24
CC1CN(c2nc3ccccc3nc2C(C#N)C(=O)OC2CCCCC2)CC(C)O1 (stereo unspecified)
 : 3	1	-1	0	0	-1	-4	6.3	0
CCCn1c(C(CO)Nc2nc(-c3cccc(Br)c3)cs2)nc2ccccc21 (stereo unspecified)
 : -2	3	-8	1	1	11	6	1.0	-8
CCOC(=O)c1ccc(S(=O)(=O)N2CCC(C(=O)NCC3CCCCC3)CC2)cc1
 : 4	3	-7	0	0	0	5	1.7	7
Clc1cc(Cl)c(OCc2nc(-c3ccccn3)no2)cc1Cl
 : 1	8	-13	2	0	11	-2	-0.1	-1
O=C(c1ccc(S(=O)(=O)N2CCCCC2)cc1)N1CCCc2ccccc21
 : 7	-2	-11	1	3	3	1	2.5	6
CCCCNC(=O)C1C(c2ccc(OC)cc2)=Nc2ccccc2N1C(=O)c1cccnc1 (stereo unspecified)
 : .	-7	.	0	0	3	4	.	0
COCCn1c(SCC(=O)N2CCCCC2)nc2ccccc2c1=O
 : -6	1	3	-5	3	8	-5	-2.4	-28
COc1cc(CNCCSc2nnnn2C)cc(Br)c1OCc1ccccc1
 : -1	2	9	-12	5	6	4	-0.2	-9
O=C(O)C1CCCCN1C(=O)c1ccc(S(=O)(=O)N2CCCC2)cc1 (stereo unspecified)
 : .	4	-5	4	0	-1	3	-0.8	2
OC1COCOC1C(O)C1OCOCC1O (stereo unspecified)
 : .	-3	13	0	1	3	17	2.2	-5

M4 PAM, entries above that show a hit
SMILES | IDE inh | CRFBP-R2 block | CHRM5 agonist | CHRM4 agonist | M4 PAM | M5 antag | CRFBP-R2 agonist | M4 antag
O=C(NCCCc1ccccc1)c1ccc(Br)o1 | 3 | 6 | -4 | 0 | 31* | 1 | -1.5 | 6
